Bioassay records: PubChem, National Center for Advancing Translational Sciences (NCATS)
BLM helicase inh: Bloom syndrome helicase (human) inhibition | P54132 | recombinant BLM DNA unwinding, fluorescence dequenching | Potency, µM (highest dose often 56.1 µM), inactives show top-dose activity change, negative = inhibition, usual class: inhibitors | 350,000 tested, 0.2% active;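 note: plate controls were vehicle for no effect and no enzyme for full effect; nearly all actives have a fitted effect of over 35% in size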
POLI inh: inhibitors of human DNA polymerase iota | Potency, µM (top dose mostly 115 µM), for the others: at the highest dose activity, negative = inhibition, actives largely listed as inhibitors | 390,000 tested, 1% active | Pol iota fluorescent replication assay, 10 min | AID 588590
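Fluorescent replication assay read twice, at 0 min and 10 min after adding 50 nM (final) substrate. Enzyme (10 nM) and compounds were first incubated 15 min at room temperature; enzyme-free buffer wells were negative controls.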
POLH inh: DNA polymerase eta (human) inhibition | recombinant Pol eta, fluorescent DNA replication assay | Potency, µM (doses to about 114 µM), inactives show top-dose activity change, negative = inhibition, usual class: inhibitors | 390,000 tested, 1.2% active; note: % is set by controls: 0 for no effect and ±100 for the full control effect
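Fluorescent replication assay: 50 nM final substrate added after a 15 min room-temperature compound preincubation with 10 nM enzyme. Signal taken at 0 min and again at 10 min.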
G9a inh: blocks human histone lysine methyltransferase G9a; Q96KQ7; G9a H3K9 monomethylation, AlphaScreen, 2 h; Potency, µM (doses to about 102 µM), for the others: at the highest dose activity, negative = inhibition, usual class: inhibitors; 350,000 tested, 8.8% active; AID 504332; note: % is set by controls: 0 for no effect and ±100 for the full control effect; nearly all actives have a fitted effect of over 75% in size
Target sequence (Q96KQ7 913-1193 limits assumed): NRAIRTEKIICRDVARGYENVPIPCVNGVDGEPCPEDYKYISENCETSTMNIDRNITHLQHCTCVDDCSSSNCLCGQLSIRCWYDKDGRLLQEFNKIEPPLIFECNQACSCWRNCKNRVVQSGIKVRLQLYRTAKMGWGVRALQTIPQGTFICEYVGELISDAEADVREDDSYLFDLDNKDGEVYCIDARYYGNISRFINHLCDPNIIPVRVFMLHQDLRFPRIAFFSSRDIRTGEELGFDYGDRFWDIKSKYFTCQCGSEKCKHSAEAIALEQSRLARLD
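AlphaScreen read-out: biotin-H3K9 peptide (500 nM) methylation by 20 nM enzyme with 20 uM SAM, 2 h at room temperature after 15 min compound preincubation; anti-monomethyl H3K9 antibody plus donor/acceptor beads, 10 min dark.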
Anesthetic bind: binds horse apoferritin like a general anesthetic; apoferritin/1-aminoanthracene competitive binding, fluorescence; 350,000 tested, 0.074% active; Potency, µM (top dose mostly 77.5 µM), inactives show at the top dose activity change, negative = displacement, usual class: inhibitors; note: % is set by controls: 0 for no effect and ±100 for the full control effect; nearly all actives have a fitted effect of over 20% in size
Target sequence (P02791 2-175 limits assumed): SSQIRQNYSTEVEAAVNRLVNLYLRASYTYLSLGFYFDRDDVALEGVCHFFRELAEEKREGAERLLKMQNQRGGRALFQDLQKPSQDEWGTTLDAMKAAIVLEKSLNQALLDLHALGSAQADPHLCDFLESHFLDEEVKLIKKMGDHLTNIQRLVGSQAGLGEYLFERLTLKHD
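Concentration-response curves derived by four-parameter Hill fitting of normalized fluorescence, where compounds displaced 1-AMA from 10 uM horse apoferritin following a brief 10 min room-temperature incubation; propofol titration acted as positive control.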
POLB inh: DNA polymerase beta (human) inhibition; P06746; Pol beta primer extension/strand displacement, fluorescence kinetic; Potency, µM (doses to about 114 µM), for inactives: top-dose activity change, negative = inhibition, hits mostly inhibitors; 340,000 tested, 1.3% active; AID 485314; note: % is set by controls: 0 for no effect and ±100 for the full control effect
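Pol beta (10 nM) and compounds were preincubated 15 min at room temperature, then 50 nM substrate (final) started primer extension/strand displacement. Reads were taken at 0 and 10 min; concentration-response data were fitted to a four-parameter Hill equation.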
APE1 inh: blocks human APE1 abasic DNA cleavage; recombinant APE1, TAMRA/BHQ-2 abasic DNA cleavage fluorescence; Potency, µM (doses to about 65.8 µM), inactives show top-dose activity change, negative = inhibition, usual class: inhibitors; 350,000 tested, 0.35% active;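 note: plate controls were vehicle for no effect and reference inhibitor for full effect; nearly all actives have a fitted effect of over 55% in size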
Target sequence (P27695 whole entry, looked up): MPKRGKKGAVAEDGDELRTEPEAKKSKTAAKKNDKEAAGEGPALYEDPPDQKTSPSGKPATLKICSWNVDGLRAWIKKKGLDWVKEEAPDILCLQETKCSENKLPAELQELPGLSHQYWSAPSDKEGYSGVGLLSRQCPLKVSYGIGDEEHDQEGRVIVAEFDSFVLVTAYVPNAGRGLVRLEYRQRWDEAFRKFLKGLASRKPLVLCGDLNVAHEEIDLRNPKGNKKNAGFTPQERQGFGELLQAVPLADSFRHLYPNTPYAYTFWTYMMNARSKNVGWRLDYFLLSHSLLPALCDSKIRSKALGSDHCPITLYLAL
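Readout is kinetic fluorescence (ex 525, em 598 nm) from cleavage of 50 nM TAMRA/BHQ-2 THF abasic duplex by 0.75 nM APE1, compound added 15 min beforehand at RT.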
Pol kappa inh: inhibitors of human DNA polymerase kappa; purified Pol kappa, fluorescent DNA synthesis assay, 10 min; Q9UBT6; 400,000 tested, 0.53% active; Potency, µM (series often up to 107 µM), without a hit: top-dose activity, negative = inhibition, most hits filed as inhibitors; note: % is set by controls: 0 for no effect and ±100 for the full control effect
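Kinetic fluorescence readout at 0 and 10 min followed reaction start with substrate at 50 nM final. Beforehand, enzyme (10 nM Pol kappa) stood 15 min with compound at room temperature; buffer-only wells were negative controls.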
BAZ2B block: blocks human BAZ2B; Q9UIF8; 360,000 tested, 4.4% active; AlphaScreen BAZ2B-H3K14Ac peptide displacement; Potency, µM (titrated, usually from 114 µM), for inactives: at the highest dose activity change, negative = inhibition, most hits filed as inhibitors; note: % is set by controls: 0 for no effect and ±100 for the full control effect; nearly all actives have a fitted effect of over 60% in size
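AlphaScreen displacement: compounds (up to 110uM) incubated 30 min at room temperature with a preformed 50 nM BAZ2B/50 nM biotinylated H3K14Ac peptide complex in PBS pH 7.4 with Tween-20. Donor and acceptor beads at 10 ug/mL final added, 20 min light-protected before reading.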
Starred values were filed as active, the others as inactive; ? = inconclusive; . = no result given; & = joins results of further samples; [ ] = another dose, or the depositor's remark. Calls come from the whole dose curve; as a rule, active = well fitted curve in the direction sought with a large enough effect; inconclusive = small, poorly fitted or top-dose-only effect, or another doubt; inactive = no such curve, though single readings can be large; an effect the other way counts as inactive or inconclusive. Potency is the fitted concentration of half-maximal effect.

SMILES | BLM helicase inh | POLI inh | POLH inh | G9a inh | Anesthetic bind | POLB inh | APE1 inh | Pol kappa inh | BAZ2B block
COc1ccc(Cn2nc(C)cc2C)cc1OC | 9% | 10% | 1% | 8%[0.501 µM] | -22% | 12% | 0% | -2% | -22%
O=C(Cc1ccc([N+](=O)[O-])cc1)N1CCN=C1SCc1ccccc1 | 1% | 10% | -8% | -12% | 5% | -1% | 14% | 1% | -12%
C=CCC1(C#N)C(=S)NC(C)=C(C(=O)OCC)C1c1ccccc1 (configuration not stated) | -5% | 9% | -10% | 1% | -10% | 9% | 2% | 12% | -27%
COc1ccccc1CNC(=O)CN1C(=O)c2ccccc2S1(=O)=O | 0% | 14% | -3% | -8%[59 µM] | -6% | -25% | ? | -10% | 2%
COCCNC(=O)c1cc(-c2ccccc2C)nn1CC1CC(c2cccnc2)=NO1 (configuration not stated) | . | ? | 2% | . | . | . | -4% | -6% | .
CCOC(=O)c1ccc(-c2c(-c3ccccc3OC)sc3cc4c(cc23)OCO4)cc1F | . | ? | -6% | 1%[0.501 µM] | . | . | -7% | -13% | -9%
O=Cc1cn(CC(=O)Nc2ccc3c(c2)OCO3)c2ccccc12 | -13% | 100%[activator] | -17% | -20% | -4% | 2% | 0% | -5% | 1%
O=C(c1ccc([N+](=O)[O-])cc1)N1CCc2ccccc2C1 | -1% | -7% | -14% | 25%[59 µM] | -16% | 20% | -1% | 9% | 1%
COC(=O)c1ccc2c(=O)n(CCCCCC(=O)NCCNC(C)=O)c(=O)[nH]c2c1 | -1% | 115%[activator] | 1% | 13% | 0% | 39% | ? | -9% | -7%
COc1ccc(OCC(=O)Nc2c3c(nn2-c2ccccc2)CS(=O)(=O)C3)cc1 | -3% | 8% | 2% | . | -2% | -1% | 4% | -12% | -14%
O=C1OCc2ccc(NC(=O)c3ccccc3C(=O)O)cc21 | -1% | -30% | -6% | ? | 2% | 4% | 29% | -3% | -18%
CC(c1ccccc1)N1C(=O)NC(NC(=O)c2cccnc2)(C(F)(F)F)C1=O (configuration not stated) | -4% | 31%[activator] | -13% | 12%[59 µM] | -2% | 0% | 6% | -8% | 1%
Cc1c(C(=O)N(C)C)sc2c1c(=O)n(-c1ccc(Cl)cc1)c(=O)n2Cc1ccccc1F | -8% | -10% | 0% | 5%[59 µM] | -11% | ? | . | -6%[60.1 µM] | -7%
O=C(CN1CCN(S(=O)(=O)c2cc(Cl)ccc2Cl)CC1)c1ccc(O)c(O)c1 | -6% | 10µM* | ? | . | -12% | 3.2µM* | -17% | 28µM* | 45µM*
O=C(Nc1cccc(-c2nc3cc(Cl)ccc3o2)c1)c1ccc(F)cc1 | 2% | 8% | -2% | 8%[59 µM] | 4% | 2% | . | -24%[60.1 µM] | 3%
Cc1ccc(N2C(=O)C(Cl)=C(N3CCOCC3)C2=O)c(C)c1 | -2% | -20% | -1% | . | -27% | 49% | -11% | 4% | -1%
COc1cccc(C2CC(=O)Nc3c2c(=O)n(C)c(=O)n3C)c1OC (configuration not stated) | -1% | -20% | -13% | -33% | -7% | 0% | 1% | -7% | -3%
O=C(O)c1ccc(CSc2nnc(-c3ccncc3)n2-c2ccc(Cl)cc2)cc1 | -2% | 19% | 4% | ? | -3% | 17% | 2% | -19% | 2%
CCOC(=O)N1CCN(C(=O)CNC2CCCCCCC2)CC1 | -11% | ? | -24% | 32µM* | -2% | 34%[activator] | 23% | -9% | 50µM*
CCOC(=O)c1cc(-c2cccc([N+](=O)[O-])c2)nc2[nH]c(=O)[nH]c(=O)c12 | -17% | 21% | -9% | 9% | -5% | -10% | -3% | 5% | -16%

Six compounds already listed, sorted by count of non-hydrogen atoms, low to high:
SMILES | BLM helicase inh | POLI inh | POLH inh | G9a inh | Anesthetic bind | POLB inh | APE1 inh | Pol kappa inh | BAZ2B block
O=C1OCc2ccc(NC(=O)c3ccccc3C(=O)O)cc21 | -1% | -30% | -6% | ? | 2% | 4% | 29% | -3% | -18%
CCOC(=O)N1CCN(C(=O)CNC2CCCCCCC2)CC1 | -11% | ? | -24% | 32µM* | -2% | 34%[activator] | 23% | -9% | 50µM*
COc1cccc(C2CC(=O)Nc3c2c(=O)n(C)c(=O)n3C)c1OC (configuration not stated) | -1% | -20% | -13% | -33% | -7% | 0% | 1% | -7% | -3%
O=C(Nc1cccc(-c2nc3cc(Cl)ccc3o2)c1)c1ccc(F)cc1 | 2% | 8% | -2% | 8%[59 µM] | 4% | 2% | . | -24%[60.1 µM] | 3%
O=C(O)c1ccc(CSc2nnc(-c3ccncc3)n2-c2ccc(Cl)cc2)cc1 | -2% | 19% | 4% | ? | -3% | 17% | 2% | -19% | 2%
Cc1c(C(=O)N(C)C)sc2c1c(=O)n(-c1ccc(Cl)cc1)c(=O)n2Cc1ccccc1F | -8% | -10% | 0% | 5%[59 µM] | -11% | ? | . | -6%[60.1 µM] | -7%

The list continues.
SMILES | BLM helicase inh | POLI inh | POLH inh | G9a inh | Anesthetic bind | POLB inh | APE1 inh | Pol kappa inh | BAZ2B block
CCOCCOC(=O)c1[nH]c2c(c1C)C(=O)CC(c1ccccc1)C2 (configuration not stated) | -5% | 15% | 1% | -10% | 2% | -22% | 5% | -12% | -1%
CCc1ccccc1Nc1nc2ccccc2n1CC | 0% | 33% | -5% | -1% | -10% | 38% | 13% | -3% | -5%
Cc1cc(=O)[nH]c(SCC(=O)Nc2ccc3c(c2)OCCO3)n1 | -9% | -21% | 1% | -3% | -12% | -2% | 6% | -5% | -1%
O=C(CSCCO)Nc1cc(C(F)(F)F)ccc1Cl | -6% | 12% | -11% | -24%[12.7 µM] | -18% | -22% | -2% | -13% | -1%
N#Cc1ccc(S(=O)(=O)NC2CCCCNC2=O)cc1 (configuration not stated) | -2% | 113%[activator] | -14% | -14% | -1% | 20% | -1% | -7% | 6%
COC(=O)CCNC(=O)NC(CCC(C)C)c1c(-n2cccc2)sc2c1CCN(C)C2 (configuration not stated) | -2% | 24% | -18% | ? | ? | 5% | . | 2% | -30%
CC(=O)C1=C(C)Nc2ncnn2C1c1ccc(Br)cc1 (configuration not stated) | -5% | -16% | -15% | -37% | -8% | -11% | 17% | -3% | -19%
CCC1CC=CC2C1C(=O)N(Cc1ccccc1)C2c1ccc2ccccc2c1 (configuration not stated) | -8% | 3% | . | . | 122%[activator] | . | -5% | 0% | .
CCCCCCCCCCCCCCCCOCC(CO)OC(C)=O (configuration not stated) | 0% | . | . | 24%[59 µM] | -10% | . | 0%&1% | 4%[19.4 µM] | .
CSCC(C)N1CCC(n2nccc2NC(=O)c2ccccc2C)CC1 (configuration not stated) | -2% | 17% | -6% | 8%[12.7 µM] | -2% | 38% | -5% | 7% | -1%
CC12CCC(C(=O)OC3CCCCC3)(OC1=O)C2(C)C (configuration not stated) | -2% | -3% | -18% | 32% | ? | 2% | 17% | -5% | -6%
O=C(NCCc1ccccc1)C1CCN(S(=O)(=O)N2CCOCC2)CC1 | 0% | 5% | -3% | . | -4% | -9% | -11% | -16% | -2%
CCC(C)NS(=O)(=O)c1ccc(NC(=O)Cc2ccc(OC)cc2)cc1 (configuration not stated) | -6% | 42%[activator] | -12% | 4% | ? | -18% | 4% | -2% | -25%
O=C(CNC(=O)c1cccs1)Nc1ncccc1O | . | 25% | 2% | 10% | . | . | 8% | 0% | 56µM*
Cc1ccc(S(=O)(=O)NNC(=O)c2sccc2-n2cccc2)cc1 | -1% | 4% | -14% | 10%[59 µM] | -17% | 2% | 4% | -12% | ?
Oc1ccc(C2=CSC3=NCCN23)cc1O | 2% | 2% | -11% | 36%[0.501 µM] | -2% | 6% | -14% | -8% | ?
CCCOC(=O)C1=C(C)NC(=O)NC1c1cc2c(cc1Br)OCO2 (configuration not stated) | -2% | 6% | -16% | 18% | 8% | 42% | 30% | 2% | 6%
Cc1cc(OCC(=O)Nc2ccccc2N2CCCCC2)ccc1C(C)C | . | -16% | -20% | 59%[activator] | . | . | -9% | -2% | 26%
COc1ccc(C(c2nnnn2C2CCCCC2)N2CCN(c3ccc(OC)cc3)CC2)cc1 (configuration not stated) | -9% | 8% | -24% | ? | -7% | 8% | 9% | -8% | 40µM*
COc1cccc(C(=O)NNC(=O)c2cccc(F)c2)c1 | -8% | 62%[activator] | -3% | 4% | -5% | 11% | 26% | 3% | 3%
CCOc1ccc(N2C(=O)/C(=C\c3ccccc3OC)S(=O)(=O)C2c2cccc([N+](=O)[O-])c2)cc1 (configuration not stated) | -8% | 29% | 3% | -13%[59 µM] | -15% | 11% | -4% | -2% | -4%
CCOC(=O)C1C(C(C)=O)=C(c2ccccc2)c2ccccc2N1S(=O)(=O)C(F)(F)F (configuration not stated) | -5%[75.6 µM] | 8% | -22% | ? | -15% | . | -7%&-8% | 1% | .
CCc1nnc(NC(=O)CSc2nnc(-c3ccncc3)n2Cc2ccccc2)s1 | 2% | . | . | 43% | -9% | 24% | 2% | . | 15%
COc1ccc(OC)c(-c2cc(C(=O)NCCCn3ccnc3)no2)c1 | 5% | ? | -9% | -44% | -14% | 54% | -5% | -8% | ?
O=C(COc1ccc(Cl)cc1)NCc1nnc(SCC(=O)NCc2ccc3c(c2)OCO3)o1 | -1% | 35%[activator] | -8% | 14%[12.7 µM] | -10% | 49% | 1% | -7% | 0%
Cc1cccc2cc(CN(CCc3ccccc3)C(=O)N3CCOCC3)c3nnnn3c12 | 3% | 5% | ? | -3% | -11% | -1% | 1% | -11% | 1%
O=C(COC(=O)c1cnc(Cl)c(Cl)c1)Nc1cccc(S(=O)(=O)N2CCOCC2)c1 | . | 27% | -25% | . | . | . | 22% | 0% | .
C=CCn1c(SCC(=O)Nc2ccc(NC(=O)c3ccco3)c(OC)c2)nnc1-c1ccncc1 | -8% | ? | -13% | 30%[59 µM] | -18% | 15% | 12% | -1% | 6%
CCn1c(CC(=O)Nc2ccccc2)nnc1SCC(=O)NC1=NCCS1 | -8% | 53%[activator] | -17% | -4% | -6% | 3% | 90%[activator] | 5% | -1%
Cc1ccc(S(=O)(=O)N2CCN(C)CC2)c(C)c1N(C)S(=O)(=O)c1ccc(Cl)cc1 | -2% | 0% | -17% | -44%[2.33 µM] | -19% | 9% | 2% | -18% | ?
O=C(O)CSc1ccc2nnc(-c3cccnc3)n2n1 | -2% | -29%&3% | 5% | ? | 0% | 0% | -6% | -22%&-3% | -23%

A portion of the library, so the mix of outcomes need not match the whole.
